Assay outcomes (PubChem)
TDP1 cell CPT = DT40-hTDP1 cell growth loss with CPT. AID 686979. Potency, µM (series often up to 46.2 µM), for the others: at the top dose activity change, negative = growth inhibition, actives largely listed as inhibitors. 420,000 tested, 12% active. chicken DT40 Tdp1-/-;hTDP1 cells + 20 nM CPT, ATP luminescence, 48 h; also: nearly all actives have a fitted effect of over 55% in size
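Chicken DT40 Tdp1-/- cells stably complemented with human TDP1 were seeded at 400 cells/well in medium containing 20 nM camptothecin, exposed to pin-transferred compounds, and grown at 37 °C for at least 48 hr. Viability was read as ATP luminescence.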
GCN5L2 inh = inhibitors of human GCN5L2 histone acetyltransferase; Q92830; GCN5L2 HAT assay, ThioGlo1 CoA-SH fluorescence; Potency, µM (doses to about 58.9 µM), for the others: at the top dose activity change, negative = inhibition, most hits filed as inhibitors; 390,000 tested, 0.21% active
Target sequence (Q92830 whole entry, looked up): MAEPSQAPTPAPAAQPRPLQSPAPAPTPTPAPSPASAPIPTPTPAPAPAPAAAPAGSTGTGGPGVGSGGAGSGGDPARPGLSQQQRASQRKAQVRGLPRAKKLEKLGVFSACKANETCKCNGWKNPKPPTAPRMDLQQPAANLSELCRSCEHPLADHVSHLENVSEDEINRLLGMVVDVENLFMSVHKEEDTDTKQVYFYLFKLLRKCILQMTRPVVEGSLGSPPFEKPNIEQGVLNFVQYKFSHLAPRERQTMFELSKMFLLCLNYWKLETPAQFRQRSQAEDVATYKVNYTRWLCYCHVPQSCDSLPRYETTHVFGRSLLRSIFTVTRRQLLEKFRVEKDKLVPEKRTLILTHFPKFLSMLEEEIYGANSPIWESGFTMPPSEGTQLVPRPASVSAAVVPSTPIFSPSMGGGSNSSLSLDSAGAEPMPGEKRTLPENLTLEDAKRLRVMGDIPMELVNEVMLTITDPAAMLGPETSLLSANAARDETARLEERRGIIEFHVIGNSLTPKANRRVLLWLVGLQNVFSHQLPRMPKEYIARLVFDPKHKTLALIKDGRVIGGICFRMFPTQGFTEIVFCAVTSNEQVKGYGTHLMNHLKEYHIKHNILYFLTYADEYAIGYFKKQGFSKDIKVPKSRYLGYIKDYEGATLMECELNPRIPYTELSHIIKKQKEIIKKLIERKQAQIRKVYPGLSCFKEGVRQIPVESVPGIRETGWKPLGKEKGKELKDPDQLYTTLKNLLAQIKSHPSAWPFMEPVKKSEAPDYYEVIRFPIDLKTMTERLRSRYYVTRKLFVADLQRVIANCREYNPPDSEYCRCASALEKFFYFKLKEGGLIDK
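Compounds, pin-transferred from DMSO stocks, meet 20nM GCN5L2 for 15 min before the reaction begins with H3(1-25) peptide (75uM) and acetyl-CoA (70uM). Thiol-reactive ThioGlo1 reports CoA release over 20 min at room temperature.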
DT40 TDP1 no CPT = qHTS for Inhibitors of human tyrosyl-DNA phosphodiesterase 1 (TDP1): qHTS in cells in absence of CPT | DT40 Tdp1-/- hTDP1 cells, no CPT, ATP luminescence, 48 h | Potency, µM (doses to about 46.2 µM), for inactives: at the highest dose activity change, negative = growth inhibition, hits mostly inhibitors | 420,000 tested, 15% active | AID 686978, 2013; also: nearly all actives have a fitted effect of over 55% in size
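Growth of hTDP1-complemented DT40 Tdp1-knockout cells is measured by ATP luminescence after at least 48 hr compound exposure at 37 °C, with DMSO substituting for the 20 nM CPT used in the parallel screen.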
* marks the source's active call; other numbers are inactive results; ? = inconclusive; / = no result given; & = joins results of further samples; [ ] = remark or other dose. Calls follow the shape of the dose curve; as a rule, active = well fitted curve in the direction sought with a large enough effect; inconclusive = small, poorly fitted or top-dose-only effect, or another doubt; inactive = no such curve, though single readings can be large; an effect the other way counts as inactive or inconclusive. % is scaled to controls: 0 for no effect and ±100 for the full control effect; potency is read from the fitted curve at half-maximal effect.

SMILES	TDP1 cell CPT	GCN5L2 inh	DT40 TDP1 no CPT
Fc1ccc(NC(=S)Nc2cccnc2)c(Cl)c1	10%	-5%	-6%
CCN(c1ccccc1)S(=O)(=O)c1ccc(Cl)c(NC(=O)CNCc2ccccc2OC)c1	?	-18%	?
CN(C)C(=S)c1ccccc1	-28%	-9%	-27%
Cc1ccc(NC(=O)CSc2nccc(=O)[nH]2)c(S(=O)(=O)N2CCOCC2)c1	-3%	-1%	-5%
O=C(Nc1cc2c(cc1Cl)-c1ccc([N+](=O)[O-])cc1C2=NO)C(F)(F)F	?	/	23µM*
CC1=C(C(N)=O)C(c2ccc(Cl)cc2)NC(=O)N1 (stereo not given)	1%	-2%	-6%
C/C(=N\NC(=O)c1ccc2ccccc2c1)c1cccs1	?	1%	-5%
NCCCC[C@H]1CNC(=O)C(=O)N1CCC12CC3CC(CC(C3)C1)C2	10%	-13%	-4%
COc1ccc(C(=O)CSc2nc3ccccc3n2CC(=O)NC(C)(C)C)cc1	-9%	0%	?
O=C(Oc1ccc(-c2cn3c(n2)SCC3)cc1)c1ccccc1	-18%	-19%	-27%
CCn1cc(CNC(=O)C2CCC(=O)N(Cc3ccc(Cl)cc3)C2)cn1 (stereo not given)	-10%	-6%	-3%
O=C(CCNS(=O)(=O)c1ccc2nsnc2c1)N1CCN(c2ccncc2)CC1	?	-2%	16µM*
CNC(=S)NNC(=O)c1ccc(=O)n(Cc2ccc(Cl)cc2Cl)c1	?	-4%	?
Cn1cc(Cl)c(C(=O)NNC(=S)NC2CCCCC2)n1	0%	-1%	-29%
Cc1cccc(Cn2c(=O)n3nc(-c4ccccc4)nc3c3ccccc32)c1	18µM*	-13%	18µM*
c1coc(CNc2nc(N3CCCCC3)nc3ccccc23)c1	26µM*	1%	18µM*
CC1=C(C(=O)N(C)C)CC(CC(=O)NCc2cccc3ccccc23)C(=O)N1CCC1=CCCCC1 (stereo not given)	?	/	?
COCCCNC(=O)c1ccc(Cn2c(=O)[nH]c3ccccc3c2=O)cc1	-1%	1%	3%
CN(C)CCNc1nc2c(c(=O)[nH]c(=O)n2C)n1CC(O)COc1ccc(Cl)cc1Cl (stereo not given)	-21%	-4%	?
Cc1cc(OCC(=O)Nc2nnc(C3CC3)s2)ccc1C(C)C	-3%	4%	8%
O=C(c1cc(Br)c(Br)s1)N1CCOCC1	-3%	-3%	-7%
Cc1ccc(NC(=O)C2CCCCC2C(=O)O)cc1Cl (stereo not given)	-22%	-10%	?
O=C(NCc1cccs1)C1CCN(S(=O)(=O)c2ccc3c(c2)OCCO3)CC1	?	-4%	-24%
C=CCn1nnnc1SCC(=O)Nc1ccccc1C(=O)OC	12%	-6%	-4%
CC(O)(c1ccc(F)c(F)c1)c1nc(-c2cccc(C(F)(F)F)c2)cs1 (stereo not given)	18µM*	/	?
Cc1ccc(S(=O)(=O)N2[C@@H](c3cccc(Cl)c3)C(C(=O)O)=CC[C@H]2c2ccc(C(C)C)cc2)cc1	-26%	?	-20%
Cc1cccc(NC(=O)Cn2nnc3sc4c(c3c2=O)CC(C)(C)OC4)c1	-1%	-7%	-9%
CC(=O)c1cccc(NC(=O)[C@@H](NC(N)=O)C(C)C)c1	12%	-2%	17%
CCOc1ccccc1NC(=O)COC(=O)c1c[nH]c2ccccc12	?	-5%	?
COc1ccc(/C=C(\C#N)C(=O)Nc2ccccn2)cc1	5%	45%	-5%
COc1ccc([N+](=O)[O-])cc1NS(=O)(=O)c1cccc(C(=O)O)c1	-16%	-5%	-1%
CC(C)(C)S(=O)N1Cc2cc(CO)cc(CCO)c2[C@H]1CCO (stereo not given in full)	1%	/	6%
COc1ccc(CN2CCOc3ccc(C(O)c4cccnc4)cc3C2)cc1O (stereo not given)	4%[9.04 µM]	/	-19%
CCOC(=O)N1CCN(C(c2ccc(F)cc2)c2sc3nc(C)nn3c2O)CC1 (stereo not given)	-22%	0%	-26%
CCC(C)(C(=O)Nc1ccccc1C)N(C(=O)CNC(C)=O)c1ccc(C)cc1 (stereo not given)	2%	-5%	-16%
CC1CC(C)CN(CC(=O)NC(c2ccccc2)c2ccccc2)C1 (stereo not given)	?	0%	?

Part of the list above in order of heavy-atom count, rising:
SMILES	TDP1 cell CPT	GCN5L2 inh	DT40 TDP1 no CPT
CC(C)(C)S(=O)N1Cc2cc(CO)cc(CCO)c2[C@H]1CCO (stereo not given in full)	1%	/	6%
CC1CC(C)CN(CC(=O)NC(c2ccccc2)c2ccccc2)C1 (stereo not given)	?	0%	?
Cc1cccc(NC(=O)Cn2nnc3sc4c(c3c2=O)CC(C)(C)OC4)c1	-1%	-7%	-9%
CCOC(=O)N1CCN(C(c2ccc(F)cc2)c2sc3nc(C)nn3c2O)CC1 (stereo not given)	-22%	0%	-26%

(list continues)
SMILES	TDP1 cell CPT	GCN5L2 inh	DT40 TDP1 no CPT
Cc1nn(Cc2n[nH]c(=S)n2Cc2ccccc2)c(C)c1Cl	-1%	-2%	-21%
CCCCCCn1c(CN2CCN(Cc3ccccc3)CC2)nc2c1c(=O)n(C)c(=O)n2C	?	-26%	?
COc1ccccc1C(=O)NCC(=O)OCC(=O)Nc1cccc(S(=O)(=O)N2CCCCCC2)c1	1%	-1%	-5%
COCCNC(=O)CC(=O)N/N=C/c1ccc(C(=O)OC)cc1	17%	?	-5%
COc1ccccc1CNC(=O)c1ccc(Cl)c(S(=O)(=O)N2CCCC2)c1	?	-8%	?
CCOC(=O)c1cccc(NS(=O)(=O)c2ccc(-c3cnc(C4CC4)o3)cc2)c1	2.3µM*	-11%	2.6µM*
COc1c([N+](=O)[O-])ccc(N)c1N	-18%	/	-21%
O=C(CCc1ccccc1)N(Cc1cccnc1)c1nc2ccc(F)cc2s1	-23%	-9%	-6%
CC(=O)N1c2ccc(S(=O)(=O)N3CCCC(C(=O)NCc4ccccc4Cl)C3)cc2CC1C (stereo not given)	?	-4%	-11%
C=CCn1c2ccccc2c2nnc(SC(CC)C(=O)Nc3nc(C)c(C(=O)OCC)s3)nc21 (stereo not given)	12µM*	-19%	8.2µM*
CCOC(=O)c1sc2ncnc(N3CCN(C)CC3)c2c1C	?	2%	?
CCOC(=O)c1sc(Nc2nc(C)cc(OC)n2)nc1C	?	1%	13µM*

Quoted from the listing (20 entries):
SMILES	TDP1 cell CPT	GCN5L2 inh	DT40 TDP1 no CPT
CCOc1ccccc1NC(=O)COC(=O)c1c[nH]c2ccccc12	?	-5%	?
COc1ccc(/C=C(\C#N)C(=O)Nc2ccccn2)cc1	5%	45%	-5%
COc1ccc([N+](=O)[O-])cc1NS(=O)(=O)c1cccc(C(=O)O)c1	-16%	-5%	-1%
CC(C)(C)S(=O)N1Cc2cc(CO)cc(CCO)c2[C@H]1CCO (stereo not given in full)	1%	/	6%
COc1ccc(CN2CCOc3ccc(C(O)c4cccnc4)cc3C2)cc1O (stereo not given)	4%[9.04 µM]	/	-19%
CCOC(=O)N1CCN(C(c2ccc(F)cc2)c2sc3nc(C)nn3c2O)CC1 (stereo not given)	-22%	0%	-26%
CCC(C)(C(=O)Nc1ccccc1C)N(C(=O)CNC(C)=O)c1ccc(C)cc1 (stereo not given)	2%	-5%	-16%
CC1CC(C)CN(CC(=O)NC(c2ccccc2)c2ccccc2)C1 (stereo not given)	?	0%	?
Cc1nn(Cc2n[nH]c(=S)n2Cc2ccccc2)c(C)c1Cl	-1%	-2%	-21%
CCCCCCn1c(CN2CCN(Cc3ccccc3)CC2)nc2c1c(=O)n(C)c(=O)n2C	?	-26%	?
COc1ccccc1C(=O)NCC(=O)OCC(=O)Nc1cccc(S(=O)(=O)N2CCCCCC2)c1	1%	-1%	-5%
COCCNC(=O)CC(=O)N/N=C/c1ccc(C(=O)OC)cc1	17%	?	-5%
COc1ccccc1CNC(=O)c1ccc(Cl)c(S(=O)(=O)N2CCCC2)c1	?	-8%	?
CCOC(=O)c1cccc(NS(=O)(=O)c2ccc(-c3cnc(C4CC4)o3)cc2)c1	2.3µM*	-11%	2.6µM*
COc1c([N+](=O)[O-])ccc(N)c1N	-18%	/	-21%
O=C(CCc1ccccc1)N(Cc1cccnc1)c1nc2ccc(F)cc2s1	-23%	-9%	-6%
CC(=O)N1c2ccc(S(=O)(=O)N3CCCC(C(=O)NCc4ccccc4Cl)C3)cc2CC1C (stereo not given)	?	-4%	-11%
C=CCn1c2ccccc2c2nnc(SC(CC)C(=O)Nc3nc(C)c(C(=O)OCC)s3)nc21 (stereo not given)	12µM*	-19%	8.2µM*
CCOC(=O)c1sc2ncnc(N3CCN(C)CC3)c2c1C	?	2%	?
CCOC(=O)c1sc(Nc2nc(C)cc(OC)n2)nc1C	?	1%	13µM*

Continuation:
SMILES	TDP1 cell CPT	GCN5L2 inh	DT40 TDP1 no CPT
CCOC(=O)c1c(C=O)c2sc(C)cc2n1C	5%	-7%	-13%
COc1ccc2cc(C(=O)C3CCCN(C(=O)c4cnn(C(C)C)c4)C3)ccc2c1 (stereo not given)	26µM*	-7%	?
O=C(Nc1nccs1)c1ccc(-c2ccccc2[N+](=O)[O-])o1	?	?	?
C#CCCOC(=O)N1C2=NC(C(=O)OC)=C(C(=O)OC)[C@@H]3N(Cc4ccccc4)c4ccccc4[C@]23C[C@H]1C(=O)OC	16µM*	14%	?
O=C1OCCN1C(=O)[C@H]1[C@H](c2ccc(Cl)cc2)C(c2ccccc2)=NN1c1ccccc1	?	?	?
C=CCN1C(=O)c2ccc(C(=O)OCC(=O)N(CC)c3c(N)n(Cc4ccccc4)c(=O)[nH]c3=O)cc2C1=O	-3%	/	25%
O=C(Cc1cccc2ccccc12)NCCOc1ccccc1F	-27%	-8%	-24%
CCc1nc(SCC(=O)Nc2ccc(NC(C)=O)cc2)n[nH]1	3%	-8%	4%
Cc1ccc(CNC(=O)C2CCN(S(=O)(=O)c3cccc4nonc34)CC2)cc1	-13%&-14%	-5%&-5%	1%&10%
Cn1cc(C(=O)C(=O)NC2CC2)c2ccccc21	-6%	/	-14%
COc1ccc2[nH]cc(CCNc3cc(-c4ccccc4C)ncn3)c2c1	9.2µM*	-18%	16µM*
CC(C)CC(=O)CN1C(=O)C2(OCCO2)c2ccccc21	0%	-10%	-15%
CC(=O)Nc1ccc(OC[C@@H](O)CNC(C)C)cc1	21%	-7%	-7%
CNC(=O)c1[nH]cnc1C(=O)N[C@@H](Cc1ccccc1)C(=O)OC(C)(C)C	?	-7%	-26%
CCn1ncc(/C=N/O)c1C	-20%	-4%	-21%
O=C(CN1C(=O)NC2(CCCCCC2)C1=O)NCc1ccccc1	-36%	-2%	-20%
CC(Sc1nnc(-c2ccc(O)cc2)o1)C(=O)Nc1cccc2ccccc12 (stereo not given)	-13%	-13%	?
CCn1c(SCC(=O)N2CCCC(C)C2)nnc1-c1ccco1 (stereo not given)	9%	-6%	-7%
Cn1c(NCC(O)CO)nc2c1c(=O)n(Cc1ccc(Cl)c(Cl)c1)c(=O)n2C (stereo not given)	?	-6%	?
O=C(N/N=C\c1c(O)ccc2ccccc12)c1cncc(Br)c1	1.6µM*	-11%	0.82µM*
O=C(CN1CCCN(Cc2ccc(F)cc2Cl)C1=O)NC1CCCC1	0%	-3%	-10%
CCOc1nc(-c2ccccc2)c2cc(Br)ccc2n1	?	-15%	?
O=C(CNCC(=O)Nc1ccc(F)c(F)c1F)Nc1ccc(F)c(F)c1F	-1%	0%	1%
COCCn1c(SCC(=O)Nc2ccccc2C)nc2c(oc3ccccc32)c1=O	-28%	20%	-25%
CCOCCn1c(CC)nc2ccccc21	8%	-2%	-6%
COc1ccc(-c2coc3c2c(C)cc2oc(=O)c(CC(=O)O)c(C)c23)cc1	10%	-14%	-11%
COc1ccccc1NC(=O)N(CCN(C)C)Cc1cc2cc(C)ccc2[nH]c1=O	?	-22%	?
COc1cccc2cc(C(=O)OCC(=O)NC3CCCC(C)C3C)c(=O)oc12 (stereo not given)	-16%	2%	?
CCOC(=O)N1CCN(Cc2nc3cc(NC(C)=O)ccc3n2CC)CC1	-8%	-4%	-1%
OCCCN1CCN(CCOc2ccccc2-c2ccccc2)CC1	1%	2%	?
Cn1cc(CN2CCC(C(=O)N3CCCC3)CC2)c(-c2ccccc2F)n1	4%	-4%	0%
COc1ccc(N(C(=O)c2ccco2)S(=O)(=O)c2cccc([N+](=O)[O-])c2)cc1	-27%	-8%	-23%
O=C1c2ccccc2C(=O)N1CCCCc1cn(C[C@H]2CC[C@@H]([C@@H]3CC[C@H](Cn4cc(CCCCN5C(=O)c6ccccc6C5=O)nn4)O3)O2)nn1	16µM*	-3%	16µM*
Cn1c(-c2ccccc2)cnc1N	-27%	-1%	-18%
Cc1cc(C)n2[nH]c(=O)c(N=Nc3cccc(C(F)(F)F)c3)c2n1	?	-2%	?
